Screening data: PubChem, Johns Hopkins Ion Channel Center
CHT block: inhibitors of human choline transporter CHT. High affinity choline transporter 1 (Homo sapiens), Q9GZV3. CHT-expressing cells, membrane potential dye, choline response; active compounds read low. B-score at 10 µM. 0.86% of 310,000 active;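 active = B-score over 3 SD under the library average, and starting fluorescence ratio not unusually high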;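 also: choline stimulus applied at its EC90 after an EC20 pre-addition; B-score computed on integrated fluorescence ratio after choline addition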
Target sequence (Q9GZV3 whole entry, looked up): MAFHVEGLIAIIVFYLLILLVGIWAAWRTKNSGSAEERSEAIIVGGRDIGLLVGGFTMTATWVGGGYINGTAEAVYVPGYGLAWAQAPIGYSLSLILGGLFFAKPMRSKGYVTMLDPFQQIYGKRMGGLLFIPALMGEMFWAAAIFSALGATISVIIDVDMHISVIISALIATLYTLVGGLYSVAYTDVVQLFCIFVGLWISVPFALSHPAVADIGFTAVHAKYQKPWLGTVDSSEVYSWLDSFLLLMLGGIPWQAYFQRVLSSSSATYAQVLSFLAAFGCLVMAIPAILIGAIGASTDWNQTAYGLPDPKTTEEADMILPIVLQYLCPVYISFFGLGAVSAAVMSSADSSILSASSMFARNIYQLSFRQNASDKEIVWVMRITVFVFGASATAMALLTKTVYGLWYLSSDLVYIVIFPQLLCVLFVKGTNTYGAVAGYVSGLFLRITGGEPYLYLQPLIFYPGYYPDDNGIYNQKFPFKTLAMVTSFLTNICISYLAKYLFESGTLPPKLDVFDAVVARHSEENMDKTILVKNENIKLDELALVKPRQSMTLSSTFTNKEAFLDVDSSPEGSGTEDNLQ
CHT PAM: CHT positive allosteric modulators, primary screen, cell-based, membrane potential dye, choline EC20; B-score at 10 µM; 0.49% of 310,000 active; CHT-expressing cells; active compounds read high; LV-AA mutant CHT in HEK293 cells; AID 488977, 2010; High affinity choline transporter 1 (Homo sapiens), Q9GZV3;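 active = initial fluorescence not abnormally high and integrated response B-score, plate-corrected, over 3 SD above library mean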
Active calls of the source: *; i = inactive.

Value order: CHT block | CHT PAM
1. Cc1nc(-c2ccccc2)nc2[nH]c(-c3ccccc3)cc(=O)c12
    i | i
2. CCN(Cc1ccccc1)C(=O)CN1C(=O)NC(CC)(c2ccc(F)cc2)C1=O (stereo not given)
    i | i
3. Cn1c2c(c3ccccc31)CC/C2=N\O
    i | i
4. CCCCCCC(=O)N/N=C1\CCCc2ccccc21
    i | i
5. CCN(CC)S(=O)(=O)c1ccc(C(=O)Nc2ccc(OCC(=O)N3CCOCC3)cc2)cc1
    i | i
6. CCCC(c1nnnn1C(C)(C)C)N1CCN(c2ccccc2)CC1 (stereo not given)
    i | i
7. CCCC(C)C(=O)Nc1ccc(S(N)(=O)=O)cc1 (stereo not given)
    i | i
8. N#Cc1ccc(OCc2nnc(SCC(=O)c3ccccc3)n2-c2ccccc2)cc1
    i | i
9. Cc1nc2ccc(NC(=S)N3CCOCC3)cc2nc1C
    i | i
10. c1ccc(N2CCN(c3c4c(nc5ncnn35)CCC4)CC2)cc1
    i | i
11. O=C(NCCSCc1c(F)cccc1Cl)Nc1ccccc1
    i | i
12. Cn1c(=O)[nH]c(=O)c2c1nc(NCCO)n2CCOc1ccccc1
    i | i
13. Cc1ccc(CSCCNC(=O)CN(c2ccc(F)cc2)S(C)(=O)=O)cc1
    i | i
14. Clc1ccc(C2=Nn3c(nnc3-c3cc(-c4ccccc4)n[nH]3)SC2)cc1
    i | i
15. COc1cc2c(cc1NC(=O)c1cc(-c3ccccn3)nc3ccccc13)oc1ccccc12
    i | i
16. N=c1n(CCO)c2ccccc2n1CCOc1ccc(Cl)cc1Cl
    i | i
17. C=C1SC(=Nc2ccccc2Cl)N(C(=O)c2sc3ccccc3c2Cl)C1(C)C
    i | i
18. CSc1cccc(NC(=O)C2CCN(S(=O)(=O)c3ccc4c(c3)NC(=O)CO4)CC2)c1
    i | i
19. O=S1(=O)c2ccccc2Nc2ccccc21
    i | i
20. CCCCc1nnc(NC(=O)c2oc3ccc(OC)cc3c2C)s1
    i | i
21. O=C(CCCCCN1C(=O)c2cccc3cccc(c23)C1=O)NCc1cccnc1
    i | i
22. COc1ccc(S(=O)(=O)Nc2cccc(F)c2C)cc1C(=O)N1CCOCC1
    i | i
23. O=C(NCCCn1ccnc1)C(=O)NCC(c1ccco1)N1CCN(c2ccc(F)cc2)CC1 (stereo not given)
    i | i
24. CCOc1nc(-c2ccccc2O)nc2ccccc12
    i | i
25. O=C(NNc1ncnc2c1cnn2-c1ccc(F)cc1)c1cccs1
    i | i
26. Cc1cc(C)cc(C(=O)N2CC(C)OC(C)C2)c1 (stereo not given)
    i | i
27. C/C(=N\O)C(C)(C)NC(=O)Nc1ccc(Cl)cc1
    i | i
28. Cc1[nH]n(-c2ccccc2)c(=O)c1/C=N/NC(=O)c1ccc(O)cc1O
    i | i
29. COc1ccc(OC)c(-n2c(=S)[nH]c3cc(C(=O)NCCCN4CCCC4=O)ccc3c2=O)c1
    i | i
30. O=C(Nc1ccccc1C(F)(F)F)c1ccc(CN2CCC(Cc3ccccc3)CC2)cc1
    i | i

Reformatted with one line to a screen: entries from further up.
14) Clc1ccc(C2=Nn3c(nnc3-c3cc(-c4ccccc4)n[nH]3)SC2)cc1
20) CCCCc1nnc(NC(=O)c2oc3ccc(OC)cc3c2C)s1
30) O=C(Nc1ccccc1C(F)(F)F)c1ccc(CN2CCC(Cc3ccccc3)CC2)cc1
compound no.,14,20,30
CHT block,i,i,i
CHT PAM,i,i,i

The listing continues:
Value order: CHT block | CHT PAM
31. CCOC(=O)c1c(C)[nH]c(C(=O)O)c1C
    i | i
32. COc1ccc(C(=O)c2cc3ccc(O)cc3oc2=O)cc1
    i | i
33. NS(=O)(=O)c1ccc(CNC(=S)NCc2ccc(Cl)cc2)cc1
    i | i
34. O=S(=O)(NCC1CCN(S(=O)(=O)c2ccccc2)CC1)c1ccccc1
    i | i
35. CC(=O)N1CCN(C(=O)c2oc3ccccc3c2C)CC1
    i | i
36. CCOC(=O)CN1C(=O)CC(c2ccc([N+](=O)[O-])cc2)C1=O (stereo not given)
    i | i
37. C/C(=N\Nc1cc(-c2ccccc2)nc(-c2ccccc2)n1)c1ccc(O)c(C)c1
    i | i
38. O=C(c1ccccc1F)N1CCN(c2ccc([N+](=O)[O-])c(N3CCOCC3)c2)CC1
    i | i
39. O=c1cc2c(n[nH]1)CCCC2
    i | i
40. COc1ccc(NS(=O)(=O)c2c(C)[nH]c(=O)[nH]c2=O)c(OC)c1
    i | i
41. Cc1ccccc1CN1C(=O)/C(=C\c2ccc(C(=O)NCCN3CCOCC3)cc2)Sc2ccccc21
    i | i
42. Cc1ccc(OCn2c(=O)sc3ccccc32)cc1
    i | i
43. CCOc1cc(/C=C\[N+](=O)[O-])ccc1OCC(=O)N1CCOCC1
    i | i
44. Cc1onc(-c2c(Cl)cccc2Cl)c1COC(=O)c1ccc(Cl)cc1
    i | i
45. C(=N\Nc1nccc(-c2cccnc2)n1)/c1ccccc1
    -12* | i
46. CCc1ccc(C2CC(c3cccc(OC)c3)n3nc(N)nc3N2)cc1 (stereo not given)
    i | i
47. CCCc1nnc(SCC(=O)NC2CC2)n1C
    i | i
48. COc1ccc(N2CCN(S(=O)(=O)CCNC(=O)C34CC5CC(CC(C5)C3)C4)CC2)cc1
    i | i
49. NC(=O)C1CCN(CCC(=O)Nc2ccc3c(c2)CCC3)CC1
    i | i
50. CC/C(=N\NC(=O)Nc1ccccc1)c1ccccc1
    i | i
51. O=C(NCc1ccco1)C(Cc1ccccc1)N1C(=O)C2C3C=CC(C3)C2C1=O (stereo not given)
    i | i
52. CC(C)c1nc2oc3c(NCCO)ncnc3c2c2c1COC(C)(C)C2
    i | i
53. Cc1ccc2c(CC(=O)OCC(=O)Nc3ccc(Cl)cn3)coc2c1
    i | i
54. COc1ccc(OC)c(S(=O)(=O)n2ccc(C)n2)c1
    i | i
55. O=C(CSc1nc2[nH]ncc2c(=O)[nH]1)Nc1nccs1
    i | i
56. COc1ccc(/C=C/C(=O)Oc2cc(C)[nH]c(=O)c2[N+](=O)[O-])cc1OC
    i | i
57. Cc1cccc(N(C(=O)Cc2cccs2)C(C(=O)NCc2ccco2)c2ccncc2)c1 (stereo not given)
    i | i
58. COC(=O)c1ccc(C(=O)N2CCCC(Nc3ccc(C(C)C)cc3)C2)cc1 (stereo not given)
    i | i
59. COc1ccc(C(C(=O)NC2CCCC2)N(CC2CCCO2)C(=O)Cc2cccs2)cc1OC (stereo not given)
    i | i
60. CN1CCN(c2ccc([N+](=O)[O-])cc2C(=O)Nc2ccccc2)CC1
    i | i
61. C=CCn1c(SCC#N)nc2ccccc2c1=O
    i | i
62. CCc1cccc2c(C(=O)COC(=O)c3c(C)noc3C)c[nH]c12
    i | i
63. COc1ccc(S(=O)(=O)CC(=O)c2cc3cc(Br)ccc3oc2=O)cc1
    i | i
64. CCOc1ccc2nc(N(CCN(CC)CC)C(=O)c3ccc([N+](=O)[O-])cc3)sc2c1
    i | i
65. O=C(CCCCl)OCc1cn(-c2ccc(Cl)cc2)nn1
    i | i
66. Cc1nnc(SCC(=O)N(C)C2CCS(=O)(=O)C2)n1Cc1ccccc1 (stereo not given)
    i | i
67. COc1cc(/C=N/NC(=S)Nc2cccnc2)cc(OC)c1O
    i | i
68. C=CCOC(=O)C1=C[C@H](c2ccc(C(F)(F)F)cc2)C[C@H](OCCCCO)O1
    i | i
69. C=CCn1nc(-c2ccccc2)c2c(C)onc2c1=O
    i | i
70. O=C(NCCN1CCOCC1)c1cccs1
    i | i
71. Cc1cnc(C(=O)OCc2csc(CC(=O)Nc3ccccc3C)n2)cn1
    i | i
72. CCN1CCC(N2CCN(c3ccc(F)cc3)CC2)CC1
    i | i
73. COc1cc(C(=O)NCCOc2cc(C)ccc2C(C)C)cc(OC)c1OC
    i | i
74. CC(C)CC(NC(=O)OC(C)(C)C)C(=O)NCc1ccccc1 (stereo not given)
    i | i
75. CC(C)(C)C1(O)CC(C(F)(F)F)=NN1C(=O)Cc1ccc([N+](=O)[O-])cc1 (stereo not given)
    i | i
76. O=C(O)c1ccccc1N/N=C/c1c(Sc2nnnn2-c2ccccc2)nc2ccccn2c1=O
    i | i
77. CC(C)c1ccc(NC2CCCN(C(=O)CCN3Cc4ccccc4C3=O)C2)cc1 (stereo not given)
    i | i
78. COc1ccc(CNC(=O)CCn2c(=O)c3cccn3c3ccc(F)cc32)cc1
    i | i
79. O=C(Nc1ccc(Cl)c([N+](=O)[O-])c1)c1ccc2c(c1)OCCO2
    i | i
80. Cc1cc(=O)n2nc(-c3ccc(C(F)(F)F)cc3)sc2n1
    i | 6.8*
81. CC(=O)c1cc(C(=O)N2CCCC(CCC(=O)N(C)CCc3ccccn3)C2)cs1 (stereo not given)
    i | i
82. CCn1c(CCNS(=O)(=O)c2ccccc2Br)nnc1SC
    i | i
83. COCCn1c(-c2ccco2)csc1=Nc1cccnc1
    i | i
84. O=C(NCCc1ccco1)C(=O)NCC1OCCCN1S(=O)(=O)c1cc(F)ccc1F (stereo not given)
    i | i
85. O=C(/C=C/c1cnc2ccccc2n1)NC12CC3CC(CC(C3)C1)C2
    i | i
86. Cc1ccc(NC(=O)C2CCN(S(=O)(=O)c3ccc(N4CCCC4=O)cc3)CC2)cc1Cl
    i | i
87. CC(Sc1ncnc2ccccc12)C(=O)Nc1ccc2c(c1)OCCO2 (stereo not given)
    i | i
88. Cc1sc2nc(COC(=O)c3ccc(O)cc3)[nH]c(=O)c2c1C
    i | i
89. O=c1ccn(Cc2ccc(F)cc2)c2ccnc(C(F)(F)F)c12
    i | i
90. O=C(O)C1C2CC2CN1C(=O)c1ccc(Cl)cc1Cl (stereo not given)
    i | i

Reformatted: entries from further up.
#81 CC(=O)c1cc(C(=O)N2CCCC(CCC(=O)N(C)CCc3ccccn3)C2)cs1 (stereo not given)
#82 CCn1c(CCNS(=O)(=O)c2ccccc2Br)nnc1SC
#83 COCCn1c(-c2ccco2)csc1=Nc1cccnc1

assay / compound	81	82	83
CHT block	i	i	i
CHT PAM	i	i	i

Remaining list, next part.
Value order: CHT block | CHT PAM
91. O=C(CCc1ccc(O)cc1)c1c(O)cc(O)cc1O
    i | i
92. O=C(N/N=C/c1ccc(OCc2ccccc2)cc1)c1ccc(O)cc1
    i | i
93. Cc1ccc(OCCC(=O)OCC(=O)NCc2ccccc2)cc1
    i | i
94. CCOC(=O)N1CCC(Nc2nc3ccccc3n3nnnc23)CC1
    i | i
95. N#C/C(=C\N1CCCCC1)S(=O)(=O)c1ccc(Cl)cc1
    i | i
96. CCN(C(=O)CN1CCCCC1)C1(C)C(=O)c2ccccc2C1=O
    i | i
97. CCc1nn2cc(C(=O)c3ccccc3O)cnc2c1-c1ccc(F)cc1
    i | i
98. C#CCSc1nnc(CSc2nc3ccccc3s2)n1-c1ccccc1
    i | i
99. O=C(NC(=S)Nc1ncccn1)c1ccc(Cl)cc1Cl
    i | i
100. CC(C)n1ncc(N2CCOCC2)c(Cl)c1=O
    i | i
101. Cc1ccc(NS(=O)(=O)c2ccc(NC(=O)c3cccs3)cc2)c(C)c1
    i | i
102. O=C(CSc1nc2ccccc2[nH]1)Nc1ccccc1N1CCOCC1
    i | i
103. O=C(c1noc2c1CSc1ccccc1-2)N1CCN(c2ccc(Cl)cc2)CC1
    i | i
104. CCOC(=O)c1csc(NC(=O)c2ccc(C#N)cc2)n1
    i | i
105. CS(=O)(=O)N1CCC(C(=O)Nc2ccccc2Sc2ccccc2)CC1
    i | i
106. CCOC(=O)CS(=O)(=O)c1ccccc1
    i | i
107. COc1ccc(NC(=O)CSc2ccc3c4c(cccc24)C(=O)c2ccccc2-3)cc1
    i | i
108. C=CCN(c1ccccc1)S(=O)(=O)c1cccc(C(=O)NCC(c2ccccc2OC)N2CCCC2)c1 (stereo not given)
    i | i
109. CCn1c(C)cc(C)c(C#N)c1=O
    i | i
110. COc1ccc(N(CC(=O)N/N=C/c2ccc(OC)c(OC)c2)S(=O)(=O)c2ccccc2)cc1
    i | i
111. COc1ccc(Cl)cc1-c1nc(SCC(N)=O)n[nH]1
    i | i
112. CCc1nnc(NC(=O)CSc2nnc(-c3ccoc3C)n2-c2cccc(C)c2)s1
    i | i
113. O=C(Nc1ccc(Br)cn1)c1ccc(Br)s1
    i | i
114. CCn1cc([N+](=O)[O-])c(C(=O)Nc2ccc3c(c2)OCCO3)n1
    i | i
115. COc1cccc(S(=O)(=O)NCc2ccc3c(c2)OCO3)c1
    i | i
116. CC(=O)N1CCN(C(C)=O)C1c1ccccc1
    i | i
117. CCCCCc1nnc(NC(=O)c2ccc(=O)n(C)n2)s1
    i | i
118. CCCN(CCC)S(=O)(=O)c1cc2c3c(c1)CCN3C(=O)CC2
    i | i
119. Cc1ccc(C)c(NC(=O)C2CC(O)CN2C(=O)OC(C)(C)C)c1 (stereo not given)
    i | i
120. N/C(=N\OC(=O)CCCc1ccccc1)c1ccc([N+](=O)[O-])cc1
    i | i
121. Cc1ccc(-c2nc(-c3cccnc3)sc2CC(=O)O)cc1
    i | i
122. C=CCC1(C(=O)NCCO)CCN(C(=O)OC(C)(C)C)CC1
    i | i
123. CNC(=O)NC(=S)NC(=O)c1ccccc1Cl
    i | i
124. Cc1n[nH]c(C)c1CCC(=O)N/N=C/C=C/c1ccccc1
    i | i
125. O=C(Nc1ccc(OCc2ccccc2)cc1)c1ccccc1
    i | i
126. Cc1ccc(CNC(=O)CCC2CCCN(Cc3cccc4cccnc34)C2)o1 (stereo not given)
    i | i
127. COc1ccc(C(C(=O)NCC2CCCO2)N(C(=O)CNC(=O)c2cccs2)c2ccc(C)cc2)cc1OC (stereo not given)
    i | i
128. Cc1cc(SCc2cccc([N+](=O)[O-])c2)nc(=O)[nH]1
    i | i
129. OC(COc1ccc2cc(Br)ccc2c1)CN1CCN(c2ccccn2)CC1 (stereo not given)
    i | i
130. Cc1ccc(-n2ncc3c(=O)[nH]c(SCC(=O)N4CCCC4)nc32)cc1C
    i | i
131. COc1cccc(-c2nc(CS(=O)(=O)CC(=O)Nc3cc(C)ccc3C)c(C)o2)c1
    i | i
132. COc1ccc(-c2nc3ccccc3c(=O)n2CCCN2CCOCC2)cc1
    i | i

Random draw from the library; overall some 1.5% were active at least once.
